MrgX1 PAM: human MrgX1 positive allosteric modulation, primary screen. MrgX1-HEK293, Fluo-4 calcium flux, FDSS; active compounds read high. AID 588675. 310,000 compounds, 0.63% hits. Q96LB2. B-score at 10 µM;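 active means plate-corrected calcium response at least 3 library SD above typical, normal starting fluorescence, not activating the receptor alone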;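 further: compound read alongside a low EC10 to EC30 dose of BAM8-22 agonist; peak minus trough fluorescence over baseline measured at the second addition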
Target sequence (Q96LB2 whole entry, looked up): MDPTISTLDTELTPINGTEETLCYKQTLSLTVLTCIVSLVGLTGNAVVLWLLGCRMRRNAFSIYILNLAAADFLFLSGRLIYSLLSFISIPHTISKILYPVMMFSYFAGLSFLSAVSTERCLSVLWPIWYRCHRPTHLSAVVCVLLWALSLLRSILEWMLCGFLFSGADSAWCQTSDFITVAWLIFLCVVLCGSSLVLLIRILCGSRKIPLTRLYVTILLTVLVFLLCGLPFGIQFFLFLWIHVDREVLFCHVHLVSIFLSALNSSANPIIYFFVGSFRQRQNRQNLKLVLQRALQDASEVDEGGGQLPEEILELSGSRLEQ
TRPC6 activator: activates the mouse TRPC6 cation channel. HEK293-TRPC6 membrane potential dye fluorescence; active compounds read high. B-score at 10 µM. 310,000 compounds, 0.13% hits;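 active means B-score of the integrated fluorescence ratio above library mean plus 3 SD, and starting fluorescence ratio within library mean plus 5 SD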;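 further: higher score means more depolarization so channel activation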
HIF activator: HIF pathway transcriptional activation | U2OS HRE-luciferase reporter, luminescence; normalized: DMSO 0%, desferrioxamine 100% | activation, % at 7.5 µM (by protocol) | 300,000 compounds, 0.32% hits | AID 1910;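 active means mean activation of at least 10% of the iron chelator positive control signal, with at least half of replicates also reaching 10%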
MrgX1 antagonist: human MrgX1 receptor antagonism, primary screen; Q96LB2; MRGX1-HEK293 calcium flux, Fluo-4, BAM8-22 antagonism; active compounds read low; B-score at 10 µM; 310,000 compounds, 1.3% hits;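 active means calcium-response B-score plate-corrected more than 3 library SD below zero, starting fluorescence within 5 deviations, no agonist response on first addition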;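 further: peak minus trough fluorescence over baseline after final BAM8-22 challenge near maximal dose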
TRPC4 inh: blocks the mouse TRPC4 cation channel; 300,000 compounds, 0.39% hits; Q9QUQ5; B-score at 10 µM; HEK293 TRPC4beta/mu-opioid, DAMGO-evoked Fluo4 calcium flux; active compounds read low;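 active means B-score over 3 SD under the library average, no early fluorescence shift, positive overall ratio signal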
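material = TRPC4beta/mu-opioid receptor HEK293 cell line | probe or stimulus = sequential submaximal and maximal DAMGO stimulation | compound dosing = one concentration per compound | measured by = Fluo4 Ca2+ flux fluorescence | evaluation = integrated fluorescence ratio relative to baseline, converted to per-well B score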
RGS4 pot: RGS4 potentiation or activation; AID 463111; B-score at 10 µM; HEK293 M3R/inducible RGS4, carbachol calcium flux Fluo4; active compounds read low; 310,000 compounds, 0.92% hits;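 active means B-score of the integrated calcium signal more than 4 SD below the library mean, with starting fluorescence not abnormally high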;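 further: negative B-score means reduced calcium response which marks RGS4 activation or potentiation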
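Test system: HEK293 cells with stable M3R and inducible RGS4; also added: carbachol at ECmax as muscarinic agonist stimulus; schedule: dye loading 30 min 37 °C, buffer rest 30 min RT; technique: kinetic calcium fluorescence imaging with Fluo4-AM dye, 2 µM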
SKKanGAS inh: blocks kanamycin growth of S. pyogenes SKKanGAS strain; inhibition, % at 7.5 µM; BacTiter-Glo, 6 h; 300,000 compounds, 1.3% hits;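 active means mean replicate score, as percent of positive control median, at least 50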;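 further: strain carries kanamycin resistance gene driven by streptokinase promoter and grows in 40 µg/ml kanamycin; loss of luminescence reflects streptokinase promoter inhibition or plain growth inhibition; 0% = median of DMSO wells and 100% = positive control at its reference dose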
RGS4 inh: human RGS4 inhibition. 310,000 compounds, 0.45% hits. P49798. HEK293 M3R/RGS4 inducible, Fluo-4 calcium flux; active compounds read high; triggered by carbachol at its EC20. B-score at 10 µM. AID 463165;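 active means B-score, a plate-corrected calcium signal, over three deviations above library mean, with baseline fluorescence within five deviations of library mean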;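 further: RGS4 expression induced by doxycycline in cells with stable M3 receptor; B-score is computed from the integrated fluorescence ratio over baseline after carbachol; higher B-score means a larger calcium signal and so more RGS4 inhibition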
Target sequence (P49798 whole entry, looked up): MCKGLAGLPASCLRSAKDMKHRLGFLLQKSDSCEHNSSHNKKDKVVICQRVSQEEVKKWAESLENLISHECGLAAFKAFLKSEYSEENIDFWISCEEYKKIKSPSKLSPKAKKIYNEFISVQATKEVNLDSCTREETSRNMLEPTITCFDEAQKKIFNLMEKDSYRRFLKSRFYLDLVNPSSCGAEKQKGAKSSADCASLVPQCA
TRPC6 inhibitor: mouse TRPC6 channel inhibition; 310,000 compounds, 1.1% hits; Q61143; B-score at 10 µM; HEK293-TRPC6, membrane potential dye, ACh-evoked depolarization; active compounds read low;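 active means B-score under library mean minus 3 SD, initial fluorescence not abnormally high, positive integrated signal ratio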;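 further: B-score derived from integrated fluorescence ratio over the kinetic read; more negative B-score means stronger inhibition of depolarization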
MrgX1 ag: human MrgX1 receptor agonism, primary screen. Q96LB2. MrgX1-HEK293 cells, Fluo-4 calcium fluorescence, agonist mode; active compounds read high. B-score at 10 µM. 310,000 compounds, 0.44% hits. AID 588627;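 active means calcium response B-score plate-corrected fluorescence ratio at least 3 library SD, with starting fluorescence B-score inside 5 SD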
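Material: MrgX1-expressing HEK293 cells / Dosing: compound as first of three additions / Incubation: overnight seeding, then 1 h dark dye loading / Signal: Fluo-4 NW calcium fluorescence / Evaluation: B-scored fluorescence response ratio / Benchmarks: positive and negative control wells on each plate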
Platelet DG rel: platelet dense granule release activity; human platelet-rich plasma, SFLLRN dense granule ATP release, luminescence; inhibition, %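 (compounds screened at 7.5 µM in platelet-rich plasma)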; 300,000 compounds, 0.22% hits; AID 1663;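 active means mean replicate score, as percent of positive control, at or above 50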
An asterisk follows results filed as active; i = inactive.

SMILES	MrgX1 PAM	TRPC6 activator	HIF activator	MrgX1 antagonist	TRPC4 inh	RGS4 pot	SKKanGAS inh	RGS4 inh	TRPC6 inhibitor	MrgX1 ag	Platelet DG rel
O=C(NC1CCCCC1)C(c1cccnc1)N(C(=O)c1csnn1)c1ccccc1 (stereo not drawn)	i	i	-0.7	i	i	i	-1.9	i	i	i	-1.5
CCc1ccc2[nH]c(=O)c(C(c3nnnn3CC3CCCO3)N3CCN4CCCC4C3)cc2c1 (stereo not drawn)	i	i	-0.2	i	i	i	0.6	i	i	i	-3.1
C#Cc1ccc(CN2CCN(CCCc3ccccc3)C(CCO)C2)cc1 (stereo not drawn)	i	i	-0.5	i	i	i	1.6	i	i	i	-5.8
O=[N+]([O-])c1cccnc1Sc1ccccc1Cl	i	i	-0.1	i	i	i	-4.5	i	i	i	9.2
O=C(NCCN1CCN(C(=O)c2cc3ccccc3oc2=O)CC1)c1cc2ccccc2oc1=O	i	i	-0.2	i	i	i	-1.8	i	i	i	0.5
O=C(CCc1nnc(-c2ccc3c(c2)OCO3)o1)NC(c1ccccn1)C(F)(F)F (stereo not drawn)	i	i	-0.1	i	i	i	5.4	i	i	i	2.0
O=C(CSc1nncc(=O)[nH]1)NCc1ccccc1	i	i	-0.1	i	i	i	-1.8	i	i	i	-0.8
Cc1cc(=O)oc2cc(OCC(=O)OCC(=O)Nc3c(C)n(C)n(-c4ccccc4)c3=O)ccc12	i	i	-0.2	-8.79*	i	i	5.4	i	i	i	-3.3
Clc1ccc(CN(CC2CCCO2)C(c2cccs2)c2nnnn2C2CCCC2)cc1 (stereo not drawn)	i	i	-0.6	i	i	i	-16.4	i	i	i	-0.2
O=C(c1ccc(N2CCCCC2)c([N+](=O)[O-])c1)N1CCOCC1	i	i	0.6	i	i	i	0.5	i	i	i	1.3

Single records, as listed above. Order of screens: MrgX1 PAM, TRPC6 activator, HIF activator, MrgX1 antagonist, TRPC4 inh, RGS4 pot, SKKanGAS inh, RGS4 inh, TRPC6 inhibitor, MrgX1 ag, Platelet DG rel
Profile of O=C(CSc1nncc(=O)[nH]1)NCc1ccccc1 : i, i, -0.1, i, i, i, -1.8, i, i, i, -0.8
Profile of CCc1ccc2[nH]c(=O)c(C(c3nnnn3CC3CCCO3)N3CCN4CCCC4C3)cc2c1 (stereo not drawn) : i, i, -0.2, i, i, i, 0.6, i, i, i, -3.1
Profile of O=C(CCc1nnc(-c2ccc3c(c2)OCO3)o1)NC(c1ccccn1)C(F)(F)F (stereo not drawn) : i, i, -0.1, i, i, i, 5.4, i, i, i, 2.0

(more compounds)
SMILES	MrgX1 PAM	TRPC6 activator	HIF activator	MrgX1 antagonist	TRPC4 inh	RGS4 pot	SKKanGAS inh	RGS4 inh	TRPC6 inhibitor	MrgX1 ag	Platelet DG rel
COc1ccc(CNC(=O)[C@H](C)N2C(=O)N3CCc4c([nH]c5ccc(OC)cc45)[C@@]3(C)C2=O)cc1	i	i	-0.4	i	i	i	2.6	i	i	i	1.0
CCOC(=O)C1(CCOC)CCN(Cc2ccc3nonc3c2)CC1	i	i	0.3	i	i	i	-5.1	i	i	i	1.7
CCOC(=O)c1cnc2c(C)cccc2c1Nc1cccc(C(=O)O)c1	i	i	-0.2	i	i	i	0.7	i	i	i	-0.3
C[C@H](NC(=O)OCc1ccccc1)C(=O)N[C@@H](Cc1c[nH]c2ccccc12)C(=O)O	i	i	-1.0	i	i	i	-2.2	i	i	i	-0.5
Cc1ccc(S(=O)(=O)C2(C(=O)O)CCCC2)cc1C	i	i	0.0	i	i	i	-5.7	i	i	i	6.1
COc1ccccc1Oc1ccc(S(=O)(=O)N2CCCCC2C)cc1 (stereo not drawn)	i	i	-1.5	i	i	i	7.4	i	i	i	-0.8
COc1ccc(CC(=O)NNC(=O)CSc2nnc(C)n2-c2ccccc2)cc1	i	i	0.0	i	i	i	-4.8	i	i	i	-30.1
Cc1ccc(C(=O)Nc2cccc3ccccc23)cc1	i	i	2.8	i	i	i	-4.2	i	i	i	-4.0
COc1ccc(NC(=O)CN2CCN(c3nc(-c4cccc(OC)c4)cs3)CC2)cc1	i	i	-0.2	i	i	i	22.2	i	i	i	7.8
CC(Oc1ccccc1)C(=O)Nc1ccc(NC(=O)c2ccccc2)cc1 (stereo not drawn)	i	i	-0.1	i	i	i	3.1	i	i	i	1.2

Another view of part of the listing above.
SMILES,MrgX1 PAM,TRPC6 activator,HIF activator,MrgX1 antagonist,TRPC4 inh,RGS4 pot,SKKanGAS inh,RGS4 inh,TRPC6 inhibitor,MrgX1 ag,Platelet DG rel
O=[N+]([O-])c1cccnc1Sc1ccccc1Cl,i,i,-0.1,i,i,i,-4.5,i,i,i,9.2
C#Cc1ccc(CN2CCN(CCCc3ccccc3)C(CCO)C2)cc1 (stereo not drawn),i,i,-0.5,i,i,i,1.6,i,i,i,-5.8
CC(Oc1ccccc1)C(=O)Nc1ccc(NC(=O)c2ccccc2)cc1 (stereo not drawn),i,i,-0.1,i,i,i,3.1,i,i,i,1.2
O=C(c1ccc(N2CCCCC2)c([N+](=O)[O-])c1)N1CCOCC1,i,i,0.6,i,i,i,0.5,i,i,i,1.3

Continuation.
SMILES	MrgX1 PAM	TRPC6 activator	HIF activator	MrgX1 antagonist	TRPC4 inh	RGS4 pot	SKKanGAS inh	RGS4 inh	TRPC6 inhibitor	MrgX1 ag	Platelet DG rel
COc1ccc2c(c1)c(C(=O)N/N=C/c1ccc(OC)c(OC)c1)c(C)n2C	i	i	0.3	i	i	i	-1.5	i	i	i	2.1
COc1ccc2[nH]c(C)c(CCNC(=S)Nc3ccccc3OC)c2c1	i	i	0.2	i	i	i	0.3	i	i	i	17.8
COc1cccc(-c2nnc(NC(=O)C3CCCCC3)o2)c1	i	i	0.1	i	i	i	6.6	i	i	i	-3.4
O=C(CSc1nc2ccccc2[nH]1)c1ccc(Cl)s1	i	i	0.5	i	i	i	-19.4	i	i	i	-8.6
CC(C)(C)NC(=O)c1ccccc1-c1nc2ccccc2s1	i	i	-0.2	i	i	i	13.3	i	i	i	-0.6
Cc1ccc(S(=O)(=O)c2nc(S(C)(=O)=O)sc2N2CC(C)OC(C)C2)cc1 (stereo not drawn)	i	i	0.1	i	i	i	23.6	i	i	i	1.7
COc1ccc(NC(=O)CCCC2CCCCC2)cc1S(=O)(=O)N1CCCCC1	i	i	-1.1	i	i	i	-1.3	i	i	i	-16.6
Cc1cnc(C(=O)OC(C)C(=O)Nc2ccccc2-c2ccccc2)cn1 (stereo not drawn)	i	i	-0.5	i	i	i	18.7	i	i	i	-9.2
COc1ccc(Cl)cc1C(=O)Nc1nc2ccccc2[nH]1	i	i	-3.7	i	i	i	11.6	i	i	i	13.8
Cc1ccc(C(=O)NC2CCN(C(=O)NCc3ccccc3)CC2)cc1	i	i	0.5	i	i	i	-4.7	i	i	i	-7.3
O=C(c1ccc2oc(Cc3ccc(Cl)cc3)nc2c1)N1CC[C@H](O)C1	i	i	0.1	i	i	i	-8.0	i	i	i	3.7
O=C(NCCc1ccccc1)/C(=C\c1cccc([N+](=O)[O-])c1)NC(=O)c1ccco1	i	i	-0.1	i	i	i	14.0	i	i	i	-2.7
CC(C)C1Cc2c(sc3c2c(=O)n(Cc2ccccc2)c2nncn32)CO1 (stereo not drawn)	i	i	-0.1	i	i	i	9.6	i	i	i	0.8
Cc1cc(Nc2cccc(Cl)c2)nc(NCc2ccccc2)n1	i	i	-0.3	i	i	i	16.9	i	i	i	9.3
COc1ccc(C(=O)NNS(=O)(=O)c2ccc(OC)cc2)cc1	i	i	0.8	i	i	i	1.7	i	i	i	-4.1
NC(=S)Cc1ccccc1Cl	i	i	-0.3	i	i	i	4.9	i	i	i	8.1
COC(=O)[C@H](CCSC)NC(=O)N1CCN(c2cccc(C(F)(F)F)c2)CC1	i	i	-0.4	i	i	i	-1.9	i	i	i	-5.0
Cc1ccc(S(=O)(=O)NCCC(=O)Nc2ccc(C)cc2C(=O)c2ccccc2)cc1	i	i	-0.3	i	i	i	-2.3	i	i	i	-11.3
CCCCCn1c(C(C)NC(=O)CCC)nc2ccccc21 (stereo not drawn)	i	i	-0.4	i	i	i	2.8	i	i	i	0.2
Cc1ccc(NC(=O)NCc2c(C)nn(C)c2C)cc1Cl	i	i	4.3	i	i	i	3.2	i	i	i	0.0
CC(=O)c1ccc(OCc2cc(C(=O)NC(C)Cc3ccccn3)no2)cc1 (stereo not drawn)	i	i	-0.3	i	i	i	0.8	i	i	i	-2.7
O=C(CN1CCOCC1)N/N=C/c1ccc(-c2cccc(Cl)c2Cl)o1	i	i	0.0	i	i	i	-10.6	i	i	i	1.0
O=C(Cc1ccc(Br)cc1)Nc1ccc(S(=O)(=O)NCC2CCCO2)cc1 (stereo not drawn)	i	i	-0.1	i	i	i	-6.9	i	i	i	0.1
CCOC(=O)Cc1csc(Nc2c(C)n(C)n(-c3ccccc3)c2=O)n1	i	i	-0.1	i	i	i	2.6	i	i	i	4.7
CC1(C)N=C(SCC(=O)Nc2ccc(Cl)cc2)C(c2ccccc2)=N1	i	i	0.2	i	i	i	-3.3	i	i	i	-4.0
Cc1ccc(C(=O)CSc2ccccn2)cc1	i	i	1.4	i	i	i	-1.5	i	i	i	6.7
O=c1oc(-c2ccc(Cl)c(Cl)c2)nn1-c1ccc(C(F)(F)F)cn1	i	i	-0.4	i	i	i	-8.2	i	i	i	-19.5
O=C(O)C1=C(OCc2ccccc2)C(=O)NCC1	i	i	0.0	i	i	i	-3.9	i	i	i	1.0
Cc1ccc(CCNC(=O)CN2C(=O)COc3ccc(S(=O)(=O)N4CCC(C)CC4)cc32)cc1	i	i	0.3	i	i	i	-1.4	i	i	i	17.9
O=C1NC[C@H](Cc2ccc(O)cc2)N(CCc2cccc3ccccc23)C1=O	i	i	0.0	i	i	i	-1.0	i	i	i	0.6

Assay outcomes (PubChem)
